Vif-A3G inh – blocks the Vif interaction with human APOBEC3G. Potency, µM (top dose mostly 46.1 µM), for inactives: at the highest dose activity, negative = active, actives largely listed as inhibitors. HeLa A3G-eYFP + Vif (tagged APOBEC3G with the HIV-1 protein that degrades it), YFP fluorescence, overnight. hit rate 0.076% among 410,000;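 also: potency is read from the fitted curve at half-maximal effect; % is scaled to controls: 0 for no effect and ±100 for the full control effect; nearly all actives have a fitted effect of over 60% in size; hits raise eYFP signal because A3G escapes Vif-driven loss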
Target sequence (Q9HC16 whole entry, looked up): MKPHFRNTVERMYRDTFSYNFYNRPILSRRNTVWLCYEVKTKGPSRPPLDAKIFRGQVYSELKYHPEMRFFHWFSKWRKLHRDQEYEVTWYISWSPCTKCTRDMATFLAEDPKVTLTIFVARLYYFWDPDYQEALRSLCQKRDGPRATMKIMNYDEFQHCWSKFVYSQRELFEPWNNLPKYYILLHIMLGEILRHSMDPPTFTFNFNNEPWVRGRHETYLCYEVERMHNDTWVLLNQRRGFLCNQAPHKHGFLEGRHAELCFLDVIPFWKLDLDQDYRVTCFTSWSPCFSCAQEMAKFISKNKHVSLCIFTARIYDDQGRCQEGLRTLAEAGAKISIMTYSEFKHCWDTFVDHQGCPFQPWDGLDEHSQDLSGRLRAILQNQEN
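Read-out is eYFP fluorescence (Ex 488/Em 500-530) from Vif-expressing HeLa A3G-eYFP cells; more signal means A3G escaped Vif-mediated degradation. Cells plated overnight, compound pinned in, incubated overnight at 37 deg C.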
PI4K2A block – PI4K2A (human) kinase inhibition | purified PI4K2A, ADP-Glo luminescence, 1 h; active compounds read low | activity change, negative = inhibition, % at 76.9 µM | hit rate 0.13% among 420,000; in the data active = activity change below about -50%; inconclusive = mostly about -30% to -49%;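 also: -100% = wells without enzyme as full effect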
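In this quantitative HTS, ADP production by PI4K2A was quantified luminescently after 1 h at ambient temperature; 100 microM adenosine served as plate-quality control.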
TrxR1 substrate – is turned over as a substrate by rat TrxR1. O89049. purified TrxR1 substrate turnover, NADPH consumption readout. Potency, µM (top dose mostly 114 µM), for the others: at the highest dose activity change, negative = substrate turnover. hit rate 0.01% among 390,000. AID 588456; also: potency is read from the fitted curve at half-maximal effect; % is scaled to controls: 0 for no effect and ±100 for the full control effect; nearly all actives have a fitted effect of over 50% in size
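Rat TrxR1, dispensed at 90 nM, was prereduced with 400 uM NADPH (final) for 5 min at ~22 deg C, then incubated with compound 15 min before 400 uM selenite. A first-read NADPH fluorescence drop versus no-compound background flagged substrates.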
RXFP1 ag – RXFP1 (human) receptor agonism. Q9HBX9. HEK293T-RXFP1 cAMP TR-FRET, 30 min; response scale: percent of porcine relaxin response, buffer zero. Potency, µM (titrated, usually from 57.5 µM), for the others: top-dose activation, most hits filed as activators. hit rate 0.3% among 370,000. AID 2676; also: potency is read from the fitted curve at half-maximal effect; % is scaled to controls: 0 for no effect and ±100 for the full control effect; nearly all actives have a fitted effect of over 60% in size; many of its hits are not listed in these tables
Target sequence (Q9HBX9 whole entry, looked up): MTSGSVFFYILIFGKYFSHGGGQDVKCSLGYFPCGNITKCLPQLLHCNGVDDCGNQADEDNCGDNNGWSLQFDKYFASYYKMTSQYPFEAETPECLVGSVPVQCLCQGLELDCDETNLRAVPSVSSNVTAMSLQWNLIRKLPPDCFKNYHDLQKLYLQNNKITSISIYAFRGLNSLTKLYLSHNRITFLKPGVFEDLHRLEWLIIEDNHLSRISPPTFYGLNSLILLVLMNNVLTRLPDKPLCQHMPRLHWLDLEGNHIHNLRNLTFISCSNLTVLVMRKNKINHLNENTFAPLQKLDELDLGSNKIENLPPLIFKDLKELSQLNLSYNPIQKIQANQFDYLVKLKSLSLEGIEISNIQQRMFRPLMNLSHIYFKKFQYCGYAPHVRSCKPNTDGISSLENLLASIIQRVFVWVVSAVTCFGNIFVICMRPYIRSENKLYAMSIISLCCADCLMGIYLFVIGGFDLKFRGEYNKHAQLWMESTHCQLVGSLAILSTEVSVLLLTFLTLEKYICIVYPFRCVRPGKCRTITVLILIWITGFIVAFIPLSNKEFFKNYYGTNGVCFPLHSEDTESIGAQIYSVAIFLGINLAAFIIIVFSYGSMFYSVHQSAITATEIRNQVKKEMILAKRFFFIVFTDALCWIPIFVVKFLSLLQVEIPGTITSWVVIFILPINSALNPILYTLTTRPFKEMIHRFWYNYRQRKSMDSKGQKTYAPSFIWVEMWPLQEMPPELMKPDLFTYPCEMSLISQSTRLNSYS
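Agonist response is measured as cAMP accumulation in an RXFP1-transfected HEK293T line under PDE4 inhibition. Values are scaled between buffer-only and 29 nM porcine relaxin, and EC50s come from standard Hill equation fits.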
USP1 inh – USP1/UAF1 (human) deubiquitinase inhibition; Potency, µM (doses to about 57.1 µM), for the others: at the top dose activity change, negative = inhibition, actives largely listed as inhibitors; hit rate 0.23% among 390,000; O94782; recombinant USP1/UAF1, Ub-Rhodamine cleavage fluorescence; also: potency is read from the fitted curve at half-maximal effect; % is scaled to controls: 0 for no effect and ±100 for the full control effect; nearly all actives have a fitted effect of over 60% in size; inactives centre near -12
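High-throughput fluorogenic screen: 1nM USP1/UAF1 complex, Ub-Rho substrate 150nM final, 50mM HEPES pH 7.8 with 0.5mM EDTA, 0.1 mg/ml BSA, 1mM TCEP and 0.01% Tween-20.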
Glioma ERSR ind – ER stress response induction in glioma | U87-MG GRP78 promoter luciferase reporter, 16 h | AID 602332 | hit rate 0.02% among 420,000 | Potency, µM, inactives show at the top dose activation, most hits filed as activators; also: potency is read from the fitted curve at half-maximal effect; series mostly up to about 76 µM; % of control where 0% means no effect; nearly all actives have a fitted effect of over 35% in size
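Stably transfected U87-MG glioma cells carrying a GRP78-based luciferase sensor; 16 h compound incubation. Luminescence end-point read 10 min after Bright-Glo addition at room temperature.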
mIDH1 inhibitor – human IDH1 R132H inhibition; hit rate 0.093% among 390,000; AID 602179; IDH1-R132H enzyme, NADPH consumption, diaphorase/resazurin fluorescence; Potency, µM (titrated, usually from 76.6 µM), for the others: top-dose activity change, negative = inhibition, usual class: inhibitors; O75874; also: potency is read from the fitted curve at half-maximal effect; % is scaled to controls: 0 for no effect and ±100 for the full control effect; nearly all actives have a fitted effect of over 65% in size
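IDH1-R132H (0.5 ug/mL dispensed) in pH 7.5 Tris buffer was preincubated 30 min with compound, then given a substrate mix of 0.016 mM NADPH and 2 mM alpha-KG for 80 min at room temperature; remaining NADPH was read by diaphorase/resazurin fluorescence.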
LDHA inh – inhibitors of human lactate dehydrogenase A | AID 1347041 | hit rate 0.15% among 480,000 | P00338 | purified LDHA, NADH/diaphorase-resazurin fluorescence; active compounds read low | activity change, % (values are at about 110 or 230 µM); in the data active = activity change below about -30%; inconclusive = mostly about -25% to -30%;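 also: plate controls were DMSO wells for no effect and wells without enzyme for full effect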
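Human LDH5 at 2 nM final in Tris HCl pH 7.4 with 0.06 mM NADH and 0.2 mM pyruvate, reacted 5 minutes at room temperature. Remaining NADH coupled via diaphorase/resazurin; resorufin fluorescence read at 0 and 20 minutes, normalized to enzyme-free and DMSO wells.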
Vif-A3F inh – Vif-A3F binding inhibition. Potency, µM (top dose mostly 46.1 µM), inactives show at the highest dose activity, negative = active. hit rate 0.2% among 390,000. HeLa A3F-eYFP + Vif (tagged APOBEC3F with the HIV-1 protein that degrades it), YFP fluorescence increase. AID 602313; also: potency is read from the fitted curve at half-maximal effect; % of control where 0% means no effect; nearly all actives have a fitted effect of over 65% in size
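HeLa cells stably expressing Vif plus C-terminally eYFP-tagged A3F were seeded, incubated overnight at 37 deg C, dosed with compound, incubated overnight again at 37 deg C. Yellow fluorescence (Ex 488/Em 500-530) reported blocked Vif-mediated A3F-eYFP degradation.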
* hit, by the source's call; u = inconclusive; x = not tested or not shown; & = joins results of further samples; [ ] = remark or other dose. Unless noted, calls follow the shape of the dose curve; as a rule, active = well fitted curve in the direction sought with a large enough effect; inconclusive = small, poorly fitted or top-dose-only effect, or another doubt; inactive = no such curve, though single readings can be large; an effect the other way counts as inactive or inconclusive.

item	smiles	Vif-A3G inh	PI4K2A block	TrxR1 substrate	RXFP1 ag	USP1 inh
1	O=C1CN(C(=O)c2cc3ccccc3oc2=O)C(c2ccc(F)cc2)c2cc(Br)ccc2N1 (stereo not drawn)	-6%	-3	5%	-1.0%	-26%
2	O=C(c1c(O)cc(O)cc1O)C1c2c(cc(O)c3c2O[C@H](c2ccc(O)cc2)[C@@H](O)C3)OC1c1ccc(O)cc1 (stereo partly drawn)	-4%	-3	2%[57.1 µM]	0.7%	u
3	CC(C)c1ccc(N2C(=O)CC(Sc3nc4ccccc4o3)C2=O)cc1 (stereo not drawn)	-1%	2	-11%	0.5%	-15%
4	Cc1ccc(C(=O)Nn2cnc3scc(-c4cccs4)c3c2=O)c(O)c1	0%	-2	-9%	-0.6%	-8%
5	COC(=O)C(NC(=O)CCc1c(C)nc2cc(-c3cccc(F)c3)nn2c1C)C(C)C (stereo not drawn)	-1%	-1	25%	2.6%	-16%
6	Cc1ccc(NC(=O)CN2C(=O)/C(=C3\SC(=S)N(C4CCS(=O)(=O)C4)C3=O)c3ccccc32)cc1 (stereo not drawn)	0%	2	-9%	0.3%	-12%
7	O=C(NCc1cccc(Br)c1)C1CC(c2ccccc2C(F)(F)F)=NO1 (stereo not drawn)	u	6	-10%	-3.0%	-24%
8	Cc1cccc(N(Cc2cc3ccccc3[nH]c2=O)S(=O)(=O)c2ccccc2)c1	0%	-5	-13%	0.0%	-1%
9	CCOc1ccc(S(=O)(=O)Nc2ccccc2C(=O)N(C)C2CCN(C)CC2)cc1	0%	-2	11%	0.0%	-20%
10	COc1ccc(N2CCN(c3ccc(C(N)=O)cc3[N+](=O)[O-])CC2)cc1	12%	-1	4%	-0.3%	-22%

item	Glioma ERSR ind	mIDH1 inhibitor	LDHA inh	Vif-A3F inh
1	-3%	10%	-2	2%
2	-5%	-12%	-1	4%
3	-6%	3%	6	2%
4	-2%	3%	4	-3%
5	-8%	1%	-3	7%
6	-1%	0%	-2	-37%
7	-5%	5%	0	-12%
8	1%	-3%	-4	-12%
9	-1%	1%	-1	-12%
10	0%	3%	-2	4%

Carrying on:
item	smiles	Vif-A3G inh	PI4K2A block	TrxR1 substrate	RXFP1 ag	USP1 inh
11	Cc1ccc2cc(COC(=O)C3CCCO3)c(=O)[nH]c2c1 (stereo not drawn)	0%	4	12%[57.1 µM]	1.6%	-20%
12	O=C(CS(=O)(=O)c1ccccc1)Nc1nc(-c2ccc(F)cc2)cs1	0%	2	-9%	1.8%	-15%
13	COc1ccc(N2CCN(Cc3ccc(Br)s3)CC2)cc1	1%	4	8%	-1.6%	-16%
14	CCN(CC)CCNc1nc(SC)nc2sc3c(c12)CCN(C)C3	3%	2	30%[activator]	24%	-31%
15	O=C(COCc1nc2ccccc2c(=O)[nH]1)NCC1CCCCC1	0%	1	-3%	6.3%	5%
16	CCNC(=O)c1ccc(NS(=O)(=O)c2ccccc2)cc1	1%	-2	10%	-0.1%	-11%
17	C=C(C)CSc1nnc(-c2ccc(OC)cc2)n1N	2%	-4	-5%	-0.6%	-10%
18	CCOC(=O)[C@H]1[C@H]2COc3ccc(Br)cc3[C@H]2N2C(=O)CN(Cc3ccc(Cl)cc3)C(=O)[C@@]12C	1%	-2	-6%	x	-3%
19	Cc1ccc(S(=O)(=O)CCC(=O)OCCOc2ccc(Br)cc2)cc1	-1%	2	x	x	-11%
20	O=C(CCS(=O)(=O)Cc1ccccc1)Nc1ncc([N+](=O)[O-])s1	-26%	-1	-5%	3.5%	-22%

item	Glioma ERSR ind	mIDH1 inhibitor	LDHA inh	Vif-A3F inh
11	3%	2%	-2	-11%
12	1%	9%	0	-7%
13	-4%	7%	-23	4%
14	-3%	-6%	-1	-2%
15	1%	-1%	-5	-7%
16	-3%	7%	-3	3%
17	-1%	1%	-1	-6%
18	-1%	-3%	0	8%
19	-2%	-2%	4	0%
20	-4%	-10%	-9	1%

(list continues)
item	smiles	Vif-A3G inh	PI4K2A block	TrxR1 substrate	RXFP1 ag	USP1 inh
21	Nn1c(SCC(=O)NC2CCCC2)nnc1C(F)(F)F	0%	7	x	x	-18%
22	CC(=O)Oc1ccc(C(=O)[C@H]2[C@H]3C(=O)N(c4cccc5ccccc45)C(=O)[C@H]3[C@@H]3C=CC=NN32)cc1	-4%	-5	-1%	0.0%	-21%
23	CCOc1ccc(NS(=O)(=O)c2cc(NC(=O)CCS(=O)(=O)c3ccc(C)cc3)ccc2OC)cc1	-4%	-2	-7%	-0.2%	-25%
24	Cc1cc(C)n2nc(CNS(=O)(=O)c3ccc(F)c(C)c3)nc2n1	0%	1	9%[57.1 µM]	6.1%	-16%
25	CCN(CC)S(=O)(=O)c1cc(NC(=O)Cn2cnc3ccccc3c2=O)ccc1C	3%	-1	-4%	0.9%	-6%
26	S=C(NC1CCCCC1)N(CCc1ccccc1)CCc1ccccc1	-1%	-16	11%	1.1%	-18%
27	CC1CCc2sc(C(=O)NCC3CCCO3)cc2C1 (stereo not drawn)	-4%	-2	-2%[57.1 µM]	-0.5%	-20%
28	CCCCOc1ccc(-c2n[nH]c(=S)n2Cc2ccccc2)cc1	-10%	-2	6%	14%	-13%
29	Cc1onc(-c2c(F)cccc2Cl)c1C(=O)OCC(=O)NCc1ccco1	-7%	-6	-2%	0.0%	4%
30	O=C(Nc1ccc(F)cc1F)c1cccc(C(=O)Nc2ccc(F)cc2F)n1	0%	-4	1%	-3.1%	0%

item	Glioma ERSR ind	mIDH1 inhibitor	LDHA inh	Vif-A3F inh
21	-2%	12%	-4	2%
22	-3%	-6%	11	-11%
23	0%	3%	-3	-11%
24	-3%	3%	-1	4%
25	-1%	1%	3&-9	-17%
26	-3%	16%	1	7.1µM*
27	-2%	1%	-5	7%
28	-5%	5%	-8	2%
29	1%	3%	0	-11%
30	-5%	6%	-13&7	-25%

Going on with the list.
item	smiles	Vif-A3G inh	PI4K2A block	TrxR1 substrate	RXFP1 ag	USP1 inh
31	O=C(NCc1ccccc1F)C(=O)NCC1CCCN1S(=O)(=O)c1ccccc1 (stereo not drawn)	1%	0	-1%[57.1 µM]	1.0%	-10%
32	Cc1noc(C)c1CSCC(=O)Nc1ccc(Br)cc1Cl	1%	-3	1%	0.3%	-16%
33	CC1(C)Cc2cccc(OCC(=O)Nc3cc(S(C)(=O)=O)ccc3Cl)c2O1	3%	2	-1%	-0.6%	-7%
34	O=C(CCc1ccccc1)NC1C2CC3CC(C2)CC1C3 (stereo not drawn)	-1%	4	10%	0.2%	-18%
35	CN(C(=O)CCN1C(=O)C(C)(C)Nc2ccccc21)c1ccccc1	1%	-1	-8%	4.3%	0%
36	CCOc1cc(C(=O)Nc2ccc(S(=O)(=O)Nc3cc(C)on3)cc2)cc(OCC)c1OCC	-1%	0	10%	0.1%	22%
37	CN(C)c1ccc(C(c2ccc(N(C)C)cc2)c2ccc([N+](=O)[O-])cc2)cc1	0%	5	0%	1.8%	-12%
38	Cc1ccc(-n2c(SCC(N)=O)nnc2-c2ccccn2)cc1	-6%	1	5%	0.3%	-8%
39	CC1=C(c2ccc(C(C)C)cc2)S(=O)(=O)NC1=NCCCN1CCN(c2ccccc2F)CC1	4%	-8	0%	6.9%	15%
40	CCOC(=O)[C@H]1[C@H]2COc3ccc(Br)cc3[C@@H]2N2C(=O)[C@H](C)NC(=O)[C@@]12C	3%	5	8%	x	-18%

item	Glioma ERSR ind	mIDH1 inhibitor	LDHA inh	Vif-A3F inh
31	-1%	-10%	-6	-7%
32	-3%	8%	0	-15%
33	0%	4%	-4	0%
34	2%	9%	1	6%
35	-3%	0%	-2	-1%
36	-4%	2%	-9	-10%
37	0%	2%	2	-3%
38	-3%	1%	1	2%
39	-3%	0%	-5	-7%
40	-7%	14%	-2	6%

In another format: entries from further up.
cpd	canonical_smiles	Vif-A3G inh	PI4K2A block	TrxR1 substrate	RXFP1 ag	USP1 inh	Glioma ERSR ind	mIDH1 inhibitor	LDHA inh	Vif-A3F inh
40	CCOC(=O)[C@H]1[C@H]2COc3ccc(Br)cc3[C@@H]2N2C(=O)[C@H](C)NC(=O)[C@@]12C	3%	5	8%	x	-18%	-7%	14%	-2	6%
33	CC1(C)Cc2cccc(OCC(=O)Nc3cc(S(C)(=O)=O)ccc3Cl)c2O1	3%	2	-1%	-0.6%	-7%	0%	4%	-4	0%
38	Cc1ccc(-n2c(SCC(N)=O)nnc2-c2ccccn2)cc1	-6%	1	5%	0.3%	-8%	-3%	1%	1	2%
31	O=C(NCc1ccccc1F)C(=O)NCC1CCCN1S(=O)(=O)c1ccccc1 (stereo not drawn)	1%	0	-1%[57.1 µM]	1.0%	-10%	-1%	-10%	-6	-7%

Going on with the list.
item	smiles	Vif-A3G inh	PI4K2A block	TrxR1 substrate	RXFP1 ag	USP1 inh
41	O=C(COC(=O)c1ccco1)NC(c1ccccc1)c1ccccc1	0%	0	-6%	-0.6%	2%
42	Cc1ccc(NS(=O)(=O)c2cccc(C(=O)NCCc3c[nH]c4ccccc34)c2)c(C)c1	2%	6	-2%	0.5%	-19%
43	CCOC(=O)N1CCN(C(=O)c2ccccc2CCc2ccccc2)CC1	0%	8	0%	0.5%	-11%
44	CCS(=O)(=O)N1CCN(c2ccnc3cc(Cl)ccc23)CC1	2%	-4	3%[57.1 µM]	10%	-4%

item	Glioma ERSR ind	mIDH1 inhibitor	LDHA inh	Vif-A3F inh
41	-1%	3%	-12	-21%
42	-3%	-2%	4	0%
43	-3%	8%	-4	-3%
44	-4%	3%	-9	2%

Not all compounds are listed; the hit share may differ from the screen's.
